# Screens as filed in PubChem.
# Pol kappa inh = blocks human DNA polymerase kappa activity. Q9UBT6. purified Pol kappa, fluorescent DNA synthesis assay, 10 min. Potency, µM (top dose mostly 107 µM), inactives show at the highest dose activity, negative = inhibition, most hits filed as inhibitors. actives 0.53% (n = 400,000). AID 588579; also: % is scaled to controls: 0 for no effect and ±100 for the full control effect
#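 Kinetic fluorescence readout at 0 and 10 min followed reaction start with substrate at 50 nM final. Beforehand, enzyme (10 nM Pol kappa) stood 15 min with compound at room temperature; buffer-only wells were negative controls.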
# POLH inh = blocks human DNA polymerase eta activity; recombinant Pol eta, fluorescent DNA replication assay; Potency, µM (doses to about 114 µM), for the others: at the top dose activity change, negative = inhibition, usual class: inhibitors; actives 1.2% (n = 390,000); AID 588591; also: % is scaled to controls: 0 for no effect and ±100 for the full control effect
#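 Fluorescent replication assay: 50 nM final substrate added after a 15 min room-temperature compound preincubation with 10 nM enzyme. Signal taken at 0 min and again at 10 min.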
# JMJD2A Tudor = inhibitors of human JMJD2A Tudor domain; AlphaScreen JMJD2A-Tudor / H3K4me3 peptide binding; Potency, µM (series often up to 114 µM), for inactives: at the top dose activity change, negative = inhibition, actives largely listed as inhibitors; actives 4.4% (n = 390,000); also: % is scaled to controls: 0 for no effect and ±100 for the full control effect; nearly all actives have a fitted effect of over 50% in size
# APEX1 inh = APE1 (human) endonuclease inhibition; recombinant APE1, TAMRA/BHQ-2 abasic DNA cleavage fluorescence; AID 2517; Potency, µM (highest dose often 65.8 µM), for inactives: at the top dose activity change, negative = inhibition, most hits filed as inhibitors; P27695; actives 0.35% (n = 350,000);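 also: plate controls were vehicle for no effect and reference inhibitor for full effect; nearly all actives have a fitted effect of over 55% in size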
#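 APE1 at 0.75 nM preincubated 15 min at room temperature with compound. Reaction then started with 50 nM double-stranded THF-abasic substrate labelled with TAMRA/BHQ-2, and 525/598 nm fluorescence read kinetically. Activity taken as third-minus-first read difference, normalized to DMSO and NSC13755 controls.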
# BLM helicase inh = blocks DNA unwinding by human BLM helicase | P54132 | recombinant BLM DNA unwinding, fluorescence dequenching | Potency, µM (titrated, usually from 56.1 µM), for inactives: at the top dose activity change, negative = inhibition, usual class: inhibitors | actives 0.2% (n = 350,000);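 also: plate controls were vehicle for no effect and no enzyme for full effect; nearly all actives have a fitted effect of over 35% in size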
# POLB inh = DNA polymerase beta (human) inhibition; P06746; Pol beta primer extension/strand displacement, fluorescence kinetic; Potency, µM (series often up to 114 µM), inactives show at the highest dose activity change, negative = inhibition, hits mostly inhibitors; actives 1.3% (n = 340,000); also: % is scaled to controls: 0 for no effect and ±100 for the full control effect
#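 Pol beta (10 nM) and compounds were preincubated 15 min at room temperature, then 50 nM substrate (final) started primer extension/strand displacement. Reads were taken at 0 and 10 min; concentration-response data were fitted to a four-parameter Hill equation.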
# BAZ2B block = BAZ2B (human) inhibition | Q9UIF8 | actives 4.4% (n = 360,000) | Potency, µM (series often up to 114 µM), for the others: at the top dose activity change, negative = inhibition, actives largely listed as inhibitors | AlphaScreen BAZ2B-H3K14Ac peptide displacement; also: % is scaled to controls: 0 for no effect and ±100 for the full control effect; nearly all actives have a fitted effect of over 60% in size
#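 Complex of BAZ2B and biotin-H3K14Ac (50 nM apiece) forms over 30 min at RT, then faces library compounds up to 110 uM for another 30 min; AlphaScreen beads added, 20 min dark incubation, luminescence read.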
# POLI inh = blocks human DNA polymerase iota activity | Q9UNA4 | Pol iota fluorescent replication assay, 10 min | Potency, µM (top dose mostly 115 µM), for the others: top-dose activity, negative = inhibition, actives largely listed as inhibitors | actives 1% (n = 390,000)
#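 Fluorescent replication assay read twice, at 0 min and 10 min after adding 50 nM (final) substrate. Enzyme (10 nM) and compounds were first incubated 15 min at room temperature; enzyme-free buffer wells were negative controls.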
# G9a inh = G9a (human) methyltransferase inhibition. G9a H3K9 monomethylation, AlphaScreen, 2 h. AID 504332. Potency, µM (top dose mostly 102 µM), for the others: at the highest dose activity, negative = inhibition, hits mostly inhibitors. actives 8.8% (n = 350,000). Q96KQ7; also: % is scaled to controls: 0 for no effect and ±100 for the full control effect; nearly all actives have a fitted effect of over 75% in size
#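 G9a (20 nM) was preincubated 15 min with compound, then reacted 2 h at room temperature with 500 nM biotin-H3K9 peptide and 20 µM SAM. Monomethyl-H3K9 detected by AlphaScreen using anti-H3K9me1 antibody.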
# Active calls of the source: *; ? = inconclusive; . = no result given; [ ] = dose if it differs, or a comment. Calls follow the shape of the dose curve; as a rule, active = well fitted curve in the direction sought with a large enough effect; inconclusive = small, poorly fitted or top-dose-only effect, or another doubt; inactive = no such curve, though single readings can be large; an effect the other way counts as inactive or inconclusive. Potency is read from the fitted curve at half-maximal effect.
SMILES,Pol kappa inh,POLH inh,JMJD2A Tudor,APEX1 inh,BLM helicase inh,POLB inh,BAZ2B block,POLI inh,G9a inh
Cc1cccc2c(N=Nc3ccc(S(=O)(=O)Nc4cccc(Cl)c4)cc3[N+](=O)[O-])c(O)[nH]c12,6%,?,-27%,4%,-5%,-13%,-34%,-9%,?
N=c1c(C(=O)NCc2ccc(F)cc2)cc2c(=O)n3ccccc3nc2n1Cc1ccco1,?,40µM*,-9%,-4%,-10%,?,-4%,18µM*,22%[59 µM]
Cc1cccc(C)c1NC(=O)Cn1nnnc1N,8%,-12%,1%,0%,-2%,5%,2%,28%,3%
Cc1ccc(Cl)cc1NC(=O)CON=C(N)c1ccccc1,2%,2%,-10%,5%,.,.,10%,-8%,-21%
Cc1ccc(NC(=O)CSc2nnc(Cc3ccccc3)o2)cc1,-7%,-12%,3%,-6%,-7%,0%,-2%,83%[activator],3%
NS(=O)(=O)c1ccc(NC(=O)c2ccc(OCC3CCCO3)cc2)cc1 (stereo not given),-9%,-13%,-12%,4%,.,.,.,-15%,.
Cc1ccn(CCC(=O)N2CCCC(CCC(=O)NCc3ccc(F)c(F)c3)C2)n1 (stereo not given),-5%,-15%,-4%,21%,0%,20%,3%,-4%,.
CN(C=O)c1cc([N+](=O)[O-])ccc1OCc1ccccc1,-3%,-15%,-1%,.,.,.,.,-9%,.
CN(C)Cc1ccccc1C(O)(c1ccccc1)c1ccccc1,-9%,-12%,?,1%,0%,11%,-3%,77%[activator],.
Cc1ccc(/C=C/C(=O)c2ccc(C)cc2)cc1,-5%,7%,-1%,-2%,-10%,2%,11%,-8%,8%[59 µM]
O=C(CCCn1c(SCC(=O)NCC2CCCO2)nc2ccccc2c1=O)NCC1CCCO1 (stereo not given),-14%,4%,-47%,1%,-1%,33%,4%,-9%,-33%
Cc1ccc(-c2c(CN3CCN(c4cc(C)ccc4C)CC3)csc2C)cc1,-16%,.,?,.,-2%,22%,?,-20%,-47%[59 µM]
Cc1ccc(C(=O)N/N=C\c2ccc([N+](=O)[O-])s2)cn1,-6%,-14%,-17%,-2%,-1%,?,?,14%,-8%[59 µM]
COc1ccc(OCCSc2ncnc3nc[nH]c23)cc1,-9%,-5%,-17%,13%,-6%,22%,11%,-26%,-21%
CC(C)c1ccc2oc(=O)cc(CN3CCN(c4ccc(F)cc4)CC3)c2c1,-10%,-18%,-23%,23%,-5%,39%,-32%,2%,50µM*

# Single records, as listed above. Order of screens: Pol kappa inh | POLH inh | JMJD2A Tudor | APEX1 inh | BLM helicase inh | POLB inh | BAZ2B block | POLI inh | G9a inh
# `CC(C)c1ccc2oc(=O)cc(CN3CCN(c4ccc(F)cc4)CC3)c2c1` as listed: -10% | -18% | -23% | 23% | -5% | 39% | -32% | 2% | 50µM*
# `Cc1cccc2c(N=Nc3ccc(S(=O)(=O)Nc4cccc(Cl)c4)cc3[N+](=O)[O-])c(O)[nH]c12` as listed: 6% | ? | -27% | 4% | -5% | -13% | -34% | -9% | ?
# `CN(C=O)c1cc([N+](=O)[O-])ccc1OCc1ccccc1` as listed: -3% | -15% | -1% | . | . | . | . | -9% | .
# `Cc1cccc(C)c1NC(=O)Cn1nnnc1N` as listed: 8% | -12% | 1% | 0% | -2% | 5% | 2% | 28% | 3%

# The results go on:
SMILES,Pol kappa inh,POLH inh,JMJD2A Tudor,APEX1 inh,BLM helicase inh,POLB inh,BAZ2B block,POLI inh,G9a inh
CCc1ccc(-c2cn3nc(CC)sc3n2)cc1,-10%,-15%,5%,.,0%,0%,7%,-27%,25%[59 µM]
CCOC(=O)N1CCN(Cc2nc3cc(NC(=O)CC)ccc3n2C)CC1,-5%,-4%,-11%,3%,-8%,-10%,-1%,156%[activator],-1%
CCOc1ccc(NC(=O)c2ccc3[nH]c(C)cc(=O)c3c2)cc1,1%,-3%,7%,.,-2%,-22%,-2%,-16%,?
Cn1c(SCc2ccccc2F)nnc1-c1cnccn1,3%,-9%,-16%,-5%,0%,-1%,0%,-22%,2%
CC(=O)Nc1cccc(Oc2cc(C#N)c(C#N)cc2N2CCOCC2)c1,-3%,-14%,-1%[11.4 µM],-4%,-3%,-3%,7%,-3%,-35%[12.7 µM]
CCOc1cccc(C(=O)NC(=S)NCc2cccnc2)c1,1%,-10%,-26%,3%,0%,24%,-20%,-3%,-50%[59 µM]
O=C(CCC(=O)c1cccs1)NCc1cccnc1,-5%,-23%,-1%,-4%,-8%,-24%,-28%,40%,1%
CC(C)[C@H](NC(=O)[C@@H]1CSC2c3ccccc3C(=O)N21)C(=O)NC1CCCCC1 (stereo not given in full),-8%,-11%,-25%,-10%,1%,-3%,2%,-4%,0%[0.0925 µM]
CN(CC(=O)NCc1ccc(F)cc1)S(=O)(=O)c1ccc2c(c1)n(C)c(=O)c(=O)n2C,-2%,-15%,-1%,10%,1%,37%,-3%,35%[activator],72%[activator]
Cc1ccc(Nc2nnc(SCC(=O)Nc3ncc(C(F)(F)F)cc3Cl)s2)cc1,0%,-12%,-23%,-1%,-1%,-11%,-20%,1%,7.1µM*
CCOC(=O)C1=C(COC(=O)Cc2ccc(Cl)cc2)NC(=O)NC1C (stereo not given),0%,-18%,-18%,-1%,.,.,8%,10%,-5%[59 µM]
C[C@]1(OC(=O)/C=C/c2ccccc2)C[C@@H](O)[C@]2(O)C=CO[C@@H](O[C@@H]3O[C@H](CO)[C@@H](O)[C@H](O)[C@H]3O)[C@@H]21,-21%,-18%,-8%,41%,.,.,4%,-11%,18µM*
COc1ccccc1-c1cncnc1Nc1ccccc1,-6%[60.1 µM],.,.,-8%,-2%,.,.,.,2%[0.501 µM]
O=C(COC(=O)c1cccc(Oc2ccccc2)c1)NCc1ccco1,-15%,-14%,-1%,-10%,-4%,?,6%,21%,8%[59 µM]
CCCCn1c(N2CCC(Cc3ccccc3)CC2)nc2c1c(=O)[nH]c(=O)n2C,-17%,-19%,50µM*,-2%,-15%,-23%,?,-3%,?
CC(C)C(O)(C#CCN1CCCCC1)c1ccccc1 (stereo not given),-8%[60.1 µM],-7%,-8%,-1%,0%,0%,2%,21%,6%[12.7 µM]
Cc1ccccc1CN1CCN(CC(=O)NCCCN2CCN(c3ccc(F)cc3)CC2)C1=O,-16%,-2%,-24%,0%,-2%,-12%,-9%,8%,-6%[59 µM]
CCOC(=O)c1sc(NC(=O)c2c(OC)cccc2OC)nc1C,2%,-5%,-16%,-2%,-1%,0%,-6%,6%,6%[12.7 µM]
COc1ccccc1N1CCN(C(=O)COc2ccc(Cl)cc2)CC1,-14%,-19%,-15%,0%,0%,3%,2%,-9%,?
COc1ccc(OC)c(NC(=O)c2ccc3nc(-c4ccccc4)c(-c4ccccc4)nc3c2)c1,.,.,.,1%,-7%,0%,-37%,.,10%[59 µM]
Cn1c2ccccc2c2c(C(=O)N3CCN(c4cccc(C(F)(F)F)c4)CC3)cn(C3CCCCC3)c(=O)c21,11%,-17%,-17%,.,-7%,-1%,-23%,25%,-29%[59 µM]
O=C(CNC(=O)c1ccc(F)cc1)N/N=C/c1cn[nH]c1-c1ccccc1,-20%,-5%,-2%,-2%,-5%,3%,1%,25%,?
Cc1ccc2nc(N3C(=O)C(O)=C(C(=O)c4ccco4)C3c3ccc(C)o3)sc2c1 (stereo not given),-33%,?,10µM*,9%,-11%,?,50µM*,?,40µM*
Cc1[nH]n(-c2ccccc2)c(=O)c1C=Nc1cccc2cccnc12,-23%,-14%,?,14%,-18%,1%,-38%,40%[activator],?
CCc1noc(C)c1C(=O)N(C)CC(=O)Nc1ccc(OC)cc1,-11%,-9%,3%,-1%,.,.,0%,-5%,-21%[59 µM]
O=C(CSc1ccccc1Cl)N1CCC(c2nc3ccccc3s2)CC1,-7%,-21%,-6%,-10%,-7%,?,5%,10%,2%[59 µM]
COc1ccc(/C=C(\C#N)c2n[nH]c(Cn3cncn3)n2)cc1,-9%,6%,-3%,4%,-7%,0%,?,28%,8%[59 µM]
COc1ccc(CCN2C(=O)CC(N3CCN(S(=O)(=O)c4ccccc4)CC3)C2=O)cc1OC (stereo not given),-1%,-7%,1%,-5%,-2%,1%,-17%,?,-5%
CC1CCN(C(=O)C2CCN(C(=O)c3ccc(C(C)(C)C)cc3)CC2)CC1,-15%,-11%,-12%,10%,4%,32%,2%,80%[activator],-11%
O=C(NCc1ccc(F)cc1)C1(S(=O)(=O)c2ccc(Cl)cc2)CC1,-16%,-15%,-10%,22%,-2%,24%,6%,29%,7%
c1ccc(NNC2=NCCS2)cc1,-2%,-15%,4µM*,32%[activator],-3%,12%,-14%,0%,50µM*
O=c1cc2c(nn1Cc1ccc(Cl)cc1Cl)-c1ccccc1CC2,-22%,-4%,12%,-1%,-9%,1%,12%,4%,50%[activator]
O=C(C(=C1NCCN1)n1cncn1)c1ccccc1,-22%,2%,-11%,-4%,3%,30%,9%,33%[activator],14%[59 µM]
COc1ccc(OC)c(/C=N/Nc2nncn2/N=C/c2cc(OC)ccc2OC)c1,-5%,?,?,-7%,-7%,?,-38%,?,-18%
CCOc1ccc(-n2c(=O)c3c(C)c(C)sc3n(CC(=O)N(CC)Cc3ccccc3)c2=O)cc1,2%,.,-9%,.,-6%,-2%,4%,2%,-6%[59 µM]
O=C(CNC(=O)c1cccc(Br)c1)NCCc1nc2ccccc2[nH]1,-6%,-5%,-19%,1%,-2%,2%,2%,26%,-8%
Cc1ccc(-n2c(C)nc3ncnc(-c4ccccc4)c32)cc1,-12%,-1%,-6%,-7%,-2%,20%,2%,3%,9%[59 µM]
C=CCSc1nc(C)c(CC=C)c(=O)[nH]1,-4%[60.1 µM],2%,-3%,13%,-1%,-12%,16%,-16%,23%[12.7 µM]
CC(=O)N/C(=C\c1ccccc1)C(=O)NCc1ccc2c(c1)OCO2,2%,-2%,-27%,3%,1%,-5%,-3%,18%,.
CCCCc1cc(=O)oc2cc(OCC(=O)NCCN3CCOCC3)c(Cl)cc12,-5%,-1%,-6%,33%,5%,27%,-11%,33%[activator],17%
O=C(NC(c1ccccc1)C(Cl)Cl)c1ccccc1 (stereo not given),6%,-6%,0%,0%,-3%,18%,-4%,10%,13%[59 µM]
O=C(Nc1cccc(S(=O)(=O)N2CCOCC2)c1)c1cc(=O)[nH]c2ccccc12,-4%,1%,-13%,-5%,.,.,.,22%,.

# Only part of the results is shown, so the mix of outcomes need not match the whole.
